# Compound activity (PubChem)
# HTR5A ag ctr: HTR5A agonists in luminescence cell assay, primary screen, counter-screen for OPRM1-OPRD1 heterodimer agonist project, full-deck HTS; cell-based; AID 504692, 2011; 340,000 tested, 0.61% active; activation, % at 9.3 µM; 5-hydroxytryptamine receptor 5A (Homo sapiens), P47898; in the data active = activation mostly above about 9.5%, no sharp cut-off; inactive = mostly below about 7.6%;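 note: 0% = cells with vehicle only and 100% = reference agonist; strong numbers were not always called active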
# V-ATPase pHluor: regulators of yeast V-ATPase proton pumping, primary screen, pHLuorin cytosolic pH fluorescence | S. cerevisiae | response, % at 10 µM | 350,000 tested, 0.37% active; in the data active = response mostly above about 7.3%, no sharp cut-off; inactive = mostly below about 5.4%; note: actives read high; inactives centre near 0; some compounds called inactive have numbers as strong as hits; reference of the scale not given here
# MOR-DOR inv ag: inverse agonists of MOR-DOR heterodimerization, primary screen, cell-based, luminescence | Mu-type opioid receptor (Homo sapiens) + Delta-type opioid receptor (Homo sapiens), … | cell-based MOR-DOR heterodimer luminescence, inverse agonism | inhibition, % at 9.3 µM | 340,000 tested, 0.21% active | AID 504357, 2011; in the data active = inhibition above about 22%, passing the limit was not always enough;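 note: 0% = cells with DMSO and 100% = wells without cells with DMSO; values of inactives mirror those of a sister screen read the other way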
# Target sequence (P35372 whole entry, looked up): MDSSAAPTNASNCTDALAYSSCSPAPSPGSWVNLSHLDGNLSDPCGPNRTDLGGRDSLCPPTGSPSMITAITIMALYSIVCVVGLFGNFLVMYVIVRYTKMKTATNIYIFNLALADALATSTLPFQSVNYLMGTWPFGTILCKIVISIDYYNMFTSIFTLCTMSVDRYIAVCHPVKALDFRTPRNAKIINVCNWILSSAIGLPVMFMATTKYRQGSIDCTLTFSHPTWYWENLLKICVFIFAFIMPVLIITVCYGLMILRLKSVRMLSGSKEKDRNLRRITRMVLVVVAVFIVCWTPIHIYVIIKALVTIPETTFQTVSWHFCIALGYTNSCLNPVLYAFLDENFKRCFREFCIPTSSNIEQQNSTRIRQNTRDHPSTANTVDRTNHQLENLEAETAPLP
# Target sequence (P41143 whole entry, looked up): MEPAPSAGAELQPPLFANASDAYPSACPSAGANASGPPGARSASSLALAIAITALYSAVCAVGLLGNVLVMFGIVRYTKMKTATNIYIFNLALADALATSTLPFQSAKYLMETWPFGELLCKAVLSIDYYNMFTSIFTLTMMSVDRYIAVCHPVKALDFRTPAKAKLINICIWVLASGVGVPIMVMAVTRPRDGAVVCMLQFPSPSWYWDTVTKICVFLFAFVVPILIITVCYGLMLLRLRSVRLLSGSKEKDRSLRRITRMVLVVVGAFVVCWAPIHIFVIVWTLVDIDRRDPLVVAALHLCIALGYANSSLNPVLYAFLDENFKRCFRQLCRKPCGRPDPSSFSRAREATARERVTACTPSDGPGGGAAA
# Pemphigus Ab inh: inhibitors of pemphigus antibody binding to DSG3, primary screen, biochemical, bead-based, flow cytometry, scFv-GFP; Desmoglein-3 (Homo sapiens), P32926; DSG3-coupled beads, scFv-anti-DSG3-GFP binding; stronger effect = lower value; binding (percent of control), % at 10 µM; 310,000 tested, 0.48% active; AID 588358, 2011;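 active = binding more than 3 SD below its plate's average and above zero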;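 note: hits lower antibody fragment binding to DSG3; some compounds called inactive have numbers as strong as hits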
# MOR-DOR ag: agonists of OPRM1-OPRD1 heterodimerization, primary screen, cell-based, luminescence. Mu-type opioid receptor (Homo sapiens) + Delta-type opioid receptor (Homo sapiens), …. cells. activation, % at 9.3 µM. 340,000 tested, 0.3% active; in the data active = activation above about 18%;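 note: 0% = vehicle-treated cells and 100% = reference agonist; values of inactives mirror those of a sister screen read the other way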
# PKA-R1A activ: activators of PKA-R1A holoenzyme, primary screen, biochemical, fluorescence polarization, Cy5-IP20, bovine R1A, mouse PKAc. cAMP-dependent protein kinase type I-alpha regulatory subunit (Bos taurus) + …. PKA-R1A dissociation; scaled: DMSO 0%, 113 µM cGMP 100%. activation, % at 11.4 µM. 340,000 tested, 0.083% active;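 active = percent activation above the mean of all tested compounds plus 3 SD, cut at about 19% in these data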;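 note: higher means more PKAc released from R1A so a rise in polarization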
# PKA-R2B act: activators of PKA-R2B holoenzyme, primary screen, biochemical, fluorescence polarization, Cy5-IP20, human. cAMP-dependent protein kinase catalytic subunit beta (Homo sapiens) + cAMP-dependent …. 340,000 tested, 0.079% active. PKA-R2B holoenzyme dissociation; R2B truncated from residue 108, S112A mutant; 0% DMSO only, 100% 113 µM cGMP. AID 504700, 2011. activation, % at 11.4 µM;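 active = activation above a cutoff set at the mean over all compounds plus 3 SD, cut at about 18% in these data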;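 note: higher means more holoenzyme dissociation and a rise in polarization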
# DAGLB inh: DAGLB lipase inhibitors, primary screen, biochemical, fluorescence, HTS; Diacylglycerol lipase-beta (Homo sapiens), Q8NCG7; AID 504411, 2011; 340,000 tested, 0.059% active; inhibition, % at 5.17 µM; HEK293T DAGLB membrane lysate, EnzChek fluorogenic substrate; in the data active = inhibition above about 34%;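 note: 0% = enzyme with vehicle and 100% = wells lacking enzyme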
# HTR5A inv ag: HTR5A inverse agonists in luminescence cell assay, primary screen, counter-screen for OPRM1-OPRD1 heterodimer inverse agonist project, full-deck HTS; 5-hydroxytryptamine receptor 5A (Homo sapiens), P47898; HTR5A cell line, inverse agonism; inhibition, % at 9.3 µM; 340,000 tested, 0.083% active; AID 504634, 2011; in the data active = inhibition mostly above about 23%, no sharp cut-off; inactive = mostly below about 18%;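 note: 0% = cells with DMSO and 100% = no-cell wells with DMSO; some compounds called inactive have numbers as strong as hits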
# Arr AP2 block: inhibitors of beta-arrestin/AP2 binding, primary screen, biochemical, GPCR trafficking, flow cytometry. 340,000 tested, 0.31% active. inhibition, % at 10 µM. FITC-arrestin peptide / GST-AP2 beads; AP2 beta2 appendage carries R879A mutation. beta-arrestin 1 C-terminal peptide binding to AP2 beta2-adaptin appendage (human);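 active = inhibition above a set limit, near 3 SD of compounds lacking own fluorescence, cut at about 54% in these data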;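 note: plate controls were DMSO wells for no effect and 5 µM unlabelled arrestin peptide for full effect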
#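 Material – GST-tagged AP2 beta2-adaptin appendage (R879A) on 4 µm glutathione beads · Probe or stimulus – fluorescein-tagged arrestin peptide at 50 nM final · Timing – 12 min plus 1 h, RT · Detection – bead flow cytometry, FITC channel · Read-out basis – inhibition as reduced fluorescein signal on beads, percent · Medium – PBS plus Tween 20 (0.05%) and BSA (0.1%)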
# Numbers without * were called inactive; . = not tested or not shown. Outcome played no part in choosing rows. Share with any hit: about 2.4%.
SMILES,HTR5A ag ctr,V-ATPase pHluor,MOR-DOR inv ag,Pemphigus Ab inh,MOR-DOR ag,PKA-R1A activ,PKA-R2B act,DAGLB inh,HTR5A inv ag,Arr AP2 block
Cc1ccc(C)c(-n2ccnc2SCC(=O)c2c(N)n(C3CC3)c(=O)[nH]c2=O)c1,1,1,4,100,-1.1,-6,-5,0,0,4
O=C(CSc1nccc(=O)[nH]1)NCc1ccc2c(c1)OCO2,3,-6,3,102,-0.6,18,-5,2,-5,31
COc1ccc(NS(=O)(=O)c2cc(C(=O)N3CCN(C(C)=O)CC3)ccc2Cl)cc1,3,-2,12,107,-2.2,-3,-2,1,-7,4
Cc1cc(N2CCCCC2)nc(N2CCOCC2)n1,0,-2,20,103,-3.4,-7,0,-2,3,30
O=C(CSCc1cnn(-c2ccccc2)c1-n1cccc1)NCC1CCCO1 (configuration not stated),-6,0,8,98,-1.5,-3,3,-2,21,6
Cc1csc(=O)n1CCC(=O)O,1,-1,8,103,-1.4,2,-2,-3,11,-9
CC(=NNC(=O)CSc1nc2ccccc2o1)c1ccco1,1,-3,7,89,-1.4,17,6,-2,-2,-9
CN1CCN(C(=O)/C=C\C(=O)O)CC1,-3,-1,12,92,-2.0,-4,2,-2,9,15
O=C(Oc1cccc(N2C(=O)CCC2=O)c1)C1CC(=O)N(c2ccc(Br)cc2)C1 (configuration not stated),-4,4,13,96,-2.2,11,-13,-3,17,13
C=CCn1c(C(CCC(C)C)CC(C)(C)O)n[nH]c1=S (configuration not stated),-3,3,5,104,-0.8,1,1,1,-36,6
Cn1cnc2c(oc3ccccc32)c1=O,-3,1,9,.,-1.7,-1,9,1,7,-8
CN1CCN(c2nc(-c3ccc(Br)cc3)nnc2-c2ccccc2)CC1,2,7,7,101,-1.3,-1,-4,-3,10,1
CCOC(=O)C1CCCN(Cc2cc(=O)oc3cc(C)c(C(C)C)cc23)C1 (configuration not stated),-1,2,-20,100,3.7,-18,-3,-6,4,12
Cn1c(N2CCCC2)nc2c1c(=O)n(Cc1cccc(F)c1)c(=O)n2C,-2,1,8,93,-1.5,3,-8,0,-9,-1
COc1ccc(-c2noc(CN(C)C(=O)c3ccoc3C)n2)cc1,-2,-4,12,103,-2.4,3,-2,-5,-9,15
Cn1cccc1/C=N/NC(=O)c1sc2ccccc2c1Cl,7,1,6,.,-1.1,-1,0,3,-19,-4
Cn1nnnc1SCC1=C(C(=O)O)N2C(=O)C(NC(=O)Cn3nc(C(F)F)cc3C3CC3)C2SC1 (configuration not stated),-4,2,7,102,-1.3,-7,2,-3,9,-4
OCCNCc1ccc(OCc2ccc(Cl)cc2Cl)cc1,4,-2,7,105,-1.4,-4,10,1,-12,-3
CCOc1c(OC(C)=O)ccc(/C=C/c2ccc3cccc(OC(C)=O)c3n2)c1[N+](=O)[O-],2,-2,8,108,-1.4,-8,-9,-1,-3,29
C/C(CC(=O)NCc1ccco1)=N\NC(=O)c1ccc(Cl)cc1Cl,2,-5,-26,.,3.4,2,-1,0,-5,16
COc1ccc(C(C(=O)NC2CCCC2)N(Cc2cccnc2)C(=O)Cc2cccs2)c(OC)c1 (configuration not stated),4,0,15,100,-2.7,4,-4,1,-13,21
Cc1cccc(C(=O)NCC(=O)N2CC(=O)Nc3ccccc32)c1,-2,0,15,101,-3.3,4,8,-1,6,-1
CCCn1nnc(NC(=O)c2cccnc2Cl)n1,-1,-4,8,81,-1.4,-2,-12,1,-32,8
COC(=O)c1[nH]c2ccccc2c1NC(=O)CN1CCN(C/C=C/c2ccccc2)CC1,1,2,-3,105,0.5,1,9,2,8,0
CC(=O)NS(=O)(=O)c1ccc(NC(=O)CSc2ccc(C)cc2)cc1,2,6,5,100,-0.9,-7,-8,1,-5,20

# Sorted by the number under V-ATPase pHluor (rising): 3 of the compounds above.
mol | V-ATPase pHluor | MOR-DOR inv ag | Pemphigus Ab inh | MOR-DOR ag | PKA-R1A activ | PKA-R2B act | DAGLB inh | Arr AP2 block
C/C(CC(=O)NCc1ccco1)=N\NC(=O)c1ccc(Cl)cc1Cl | -5 | -26 | . | 3.4 | 2 | -1 | 0 | 16
COc1ccc(-c2noc(CN(C)C(=O)c3ccoc3C)n2)cc1 | -4 | 12 | 103 | -2.4 | 3 | -2 | -5 | 15
O=C(Oc1cccc(N2C(=O)CCC2=O)c1)C1CC(=O)N(c2ccc(Br)cc2)C1 (configuration not stated) | 4 | 13 | 96 | -2.2 | 11 | -13 | -3 | 13

# More results follow:
SMILES,HTR5A ag ctr,V-ATPase pHluor,MOR-DOR inv ag,Pemphigus Ab inh,MOR-DOR ag,PKA-R1A activ,PKA-R2B act,DAGLB inh,HTR5A inv ag,Arr AP2 block
Cc1ccc(N=Nc2ccc(O)c3ncccc23)cc1C,-1,-1,-14,94,2.0,-7,13,4,1,5
COC(=O)c1ccc(-c2cc3onc(-c4ccccc4)c3c(=O)n2C)cc1,4,-2,0,101,0.0,-8,-8,-6,-6,3
CCOC(=O)C1(CCc2ccccc2)CCN(C(=O)c2cc(C)nc(C)n2)CC1,-4,-2,13,97,-2.2,-10,-7,0,11,-21
COC(=O)c1sc2ccccc2c1NC(=O)c1ccc(S(=O)(=O)N2CC(C)CC(C)C2)cc1 (configuration not stated),-1,0,-10,97,1.4,-11,1,0,10,-5
Cn1c(CCC(=O)O)nc2cc(S(=O)(=O)N3CCCCC3)ccc21,4,0,9,.,-2.3,-2,-3,-1,-12,0
O=C(NC1CC1)c1cccc2c1C(=O)c1ccc(N3CCC(N4CCCCC4)CC3)cc1S2(=O)=O,.,3,.,120,.,1,1,-7,.,.
Cc1ccc([C@H]2N[C@]3(CCCN(Cc4ccco4)C3=O)[C@H]3C(=O)N(C)C(=O)[C@@H]23)cc1,.,2,.,111,.,-2,-3,-2,.,.
COc1cc2[nH]c(C(=O)Nc3ccc4c(c3)OCCO4)cc2c(OC)c1OC,2,4,14,100,-2.7,8,-6,1,-12,-15
Cc1ccccc1C(=O)NCCn1cc(SCC(=O)NCC2CCCO2)c2ccccc21 (configuration not stated),0,-2,16,100,-3.1,9,-5,1,-2,7
Cc1nc(NCc2ccco2)c2oc3ccccc3c2n1,0,.,8,97,-1.4,4,0,-1,23,6
O=C(NCCCN1CCCC1=O)C1CCN(S(=O)(=O)N2CCOCC2)CC1,1,-4,1,113,-0.2,-2,-5,1,3,-2
CC(C)C(NS(=O)(=O)c1ccccc1F)C(=O)OCC(=O)NCc1ccco1 (configuration not stated),-1,4,15,98,-2.9,5,1,-1,2,12
CCOC(=O)C(C)N1c2cccc3cccc(c23)S1(=O)=O (configuration not stated),.,1,.,100,.,9,-2,-2,.,.
C/C(=N/NS(=O)(=O)c1ccc(C)cc1C)c1c[nH]c2ccccc12,18*,-2,0,120,0.0,-6,-12,-1,-67,8
CC(C)CNC(=O)c1coc(=O)c(Br)c1,2,2,4,.,-0.9,-7,-6,2,13,-7
COc1cccc(/C=C/C(=O)c2ccc(C)c([N+](=O)[O-])c2)c1,2,0,6,109,-1.1,-11,-10,1,-8,-8
O=C(Nc1cccnc1)c1cc([N+](=O)[O-])ccc1Cl,2,-3,10,.,-2.0,1,7,1,1,3
N#Cc1ccccc1CSc1ccc(-c2nc3ccccc3[nH]2)cn1,0,2,1,119,-0.1,-1,-4,-3,-17,24
CCCc1cc(=O)[nH]c(SCC(=O)c2ccc(S(=O)(=O)N3CCCC3)cc2)n1,-1,5,2,106,-0.3,-8,-1,2,12,3
CCOC(=O)COc1ccc([N+](=O)[O-])cc1,0,0,8,106,-1.1,-9,-2,0,0,-1
Cc1c(C(=O)Nc2ccc(F)cc2)sc2ncn(CC(=O)N3CCCCC3)c(=O)c12,-1,1,12,105,-2.4,5,-5,2,-1,0
CCOC(=O)Cc1csc(NC(=O)CSc2nccn2C)n1,1,-2,-7,107,2.2,-2,-3,-4,-6,-7
CN(c1ccccc1)S(=O)(=O)c1cccc(C(=O)NC2CCCCC2)c1,-4,1,-8,84,1.8,7,3,-3,9,-1
Cc1cc(C)n(-c2c(F)c(F)c(CO)c(F)c2F)n1,-1,6,10,85,-1.9,-14,-14,2,10,-8
O=c1[nH]cnc2c1C1(CCCC1)Cc1ccccc1-2,-2,-6,-27,.,6.0,-14,2,-2,-4,25
Cc1nnc(SCC(=O)Nc2ccc(S(N)(=O)=O)cc2)n(N)c1=O,-1,-3,12,119,-2.5,1,3,1,5,27
O=S(=O)(c1ccc(NC(=S)Nc2ccccc2)cc1)N1CCOCC1,0,-1,-8,96,1.6,-5,-15,2,-18,9
Cc1[nH]nc(N=CC2=C(O)CC(c3ccco3)CC2=O)c1-c1ccc(Cl)cc1 (configuration not stated),-1,3,14,111,-2.6,-1,-1,-2,9,-13
O=C(CN1CCOCC1)N/N=C/c1ccco1,1,-1,14,96,-2.5,-11,-8,0,-3,-10

# An excerpt of these results, with tabs.
SMILES	HTR5A ag ctr	V-ATPase pHluor	MOR-DOR inv ag	Pemphigus Ab inh	MOR-DOR ag	PKA-R1A activ	PKA-R2B act	DAGLB inh	HTR5A inv ag	Arr AP2 block
N#Cc1ccccc1CSc1ccc(-c2nc3ccccc3[nH]2)cn1	0	2	1	119	-0.1	-1	-4	-3	-17	24
CCCc1cc(=O)[nH]c(SCC(=O)c2ccc(S(=O)(=O)N3CCCC3)cc2)n1	-1	5	2	106	-0.3	-8	-1	2	12	3
CCOC(=O)COc1ccc([N+](=O)[O-])cc1	0	0	8	106	-1.1	-9	-2	0	0	-1

# Shown bar-delimited: entries from further up.
mol | HTR5A ag ctr | V-ATPase pHluor | MOR-DOR inv ag | Pemphigus Ab inh | MOR-DOR ag | PKA-R1A activ | PKA-R2B act | DAGLB inh | HTR5A inv ag | Arr AP2 block
Cc1nc(NCc2ccco2)c2oc3ccccc3c2n1 | 0 | . | 8 | 97 | -1.4 | 4 | 0 | -1 | 23 | 6
CC(C)C(NS(=O)(=O)c1ccccc1F)C(=O)OCC(=O)NCc1ccco1 (configuration not stated) | -1 | 4 | 15 | 98 | -2.9 | 5 | 1 | -1 | 2 | 12
COC(=O)c1ccc(-c2cc3onc(-c4ccccc4)c3c(=O)n2C)cc1 | 4 | -2 | 0 | 101 | 0.0 | -8 | -8 | -6 | -6 | 3
